Bioassay records (PubChem BioAssay)
Abs 340nm: compound absorbs light at 340 nm | 65,000 tested, under 10 active | fold change at 10 µM | AID 708 | compound absorbance at 340 nm, fold over control;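 active means at 10 µM dose, initial 340 nm absorbance at least 2 fold that of control wells; inactive means change under 2 fold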;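 further: initial absorbance extrapolated from kinetic A340 decline of NADH oxidation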
An asterisk follows results filed as active; & = joins results of further samples. A portion of the library. The share of hits here may be higher or lower than overall.

SMILES	Abs 340nm
CC(NC(=O)c1cccnc1)C(c1cccs1)N1CCOCC1 (centres undefined)	1.1
CC(C)c1ccc(S(=O)(=O)c2n[nH]n3c2nc(=O)c2ccccc23)cc1	1
CCOc1ccc(-n2c(C)nc3cc(C(=O)NCCCN4CCOCC4)ccc32)cc1	1
COc1cccc(NC(=O)CSc2nnc(COc3ccc4c(c3)CCCC4)o2)c1	1
Cc1ccc(Cn2nnc3c(=O)n(CC(=O)N4CCN(c5ccccc5)CC4)cnc32)cc1	0.97
COCCn1c(SCC(=O)c2ccc(CNC(C)=O)o2)nc2ccccc2c1=O	1
CCn1c(=O)c(C(=O)Nc2ccccc2S(N)(=O)=O)c(O)c2ccccc21	1.1
Cc1ccc(C(=O)CSc2nnc(-c3ccco3)o2)o1	1
Cc1cccc(NC2=NC3(CCCCC3)N=C(N)N2)c1	1
Cc1ccc(OCCOCCn2ccnc2)c(Br)c1	1.1
O=C(NCc1ccccc1)N(Cc1cc2cc3c(cc2[nH]c1=O)OCO3)CC1CCCO1 (centres undefined)	1.1
O=S(=O)(c1ccc(Cl)s1)N1CCN(Cc2ccccc2)CC1	0.99
COc1ccc(N2CC(C(=O)NCCC3=CCCCC3)CC2=O)cc1 (centres undefined)	0.97
COc1ccc(NC(=O)NCc2cccn2C)c(OC)c1	1
COC(=O)CSc1nc2c(c(=O)[nH]c(=O)n2C)n1CCC(C)C	1
CCOC(=O)c1c(CN2CCOCC2)n(C)c2cc(Br)c(O)c(CN(C)C)c12	1.1&1.1
COc1ccc(C(=O)NC(C)c2nc3ccccc3[nH]2)cc1OC (centres undefined)	1.1
O=C1CC(Nc2ccc(N3CCOCC3)cc2)C(=O)N1C1CCCCC1 (centres undefined)	1
CCN1CCN(c2ncnc3c2nnn3Cc2ccccc2)CC1	1
Cc1cc(N2C(=O)C(=O)/C(=C(/O)c3ccccc3)C2c2cccc(Br)c2)no1 (centres undefined)	1.1
CCOc1ccccc1OCC(=O)Nc1ccc(S(=O)(=O)Nc2ncccn2)cc1	0.98
COCC(=O)Nc1nnc(Cc2ccc(OC)c(OC)c2)s1	1
CCCC(=O)NC(C)C(c1cccs1)N1CCN(c2ccccc2)CC1 (centres undefined)	1
Cc1cc(SCC(=O)Nc2c(C)n(C)n(-c3ccccc3)c2=O)n2c(nc3ccccc32)c1C#N	1
CCSc1nc2c(c(=O)n1-c1ccc(F)cc1)SCC2	1.1

Part of the list above in order of heavy-atom count, rising.
SMILES	Abs 340nm
O=S(=O)(c1ccc(Cl)s1)N1CCN(Cc2ccccc2)CC1	0.99
CCN1CCN(c2ncnc3c2nnn3Cc2ccccc2)CC1	1
O=C1CC(Nc2ccc(N3CCOCC3)cc2)C(=O)N1C1CCCCC1 (centres undefined)	1
CCOc1ccc(-n2c(C)nc3cc(C(=O)NCCCN4CCOCC4)ccc32)cc1	1

The listing picks up, repeating the 3 entries before the break.
SMILES	Abs 340nm
CCCC(=O)NC(C)C(c1cccs1)N1CCN(c2ccccc2)CC1 (centres undefined)	1
Cc1cc(SCC(=O)Nc2c(C)n(C)n(-c3ccccc3)c2=O)n2c(nc3ccccc32)c1C#N	1
CCSc1nc2c(c(=O)n1-c1ccc(F)cc1)SCC2	1.1
CCCCOCC(O)CN1CCN(C(C)=O)CC1 (centres undefined)	1
CC(=O)Nc1ccc(S(=O)(=O)NCCc2csc(C)n2)cc1	0.98
CCS(=O)(=O)c1ccc(O)c(N2C(=O)C3C4C=CC(C4)C3C2=O)c1 (centres undefined)	1
Cc1cccc(-n2ncc3c(N4CCCC4)ncnc32)c1	1.1
O=C(CCN1CCOCC1)Nc1c(-c2ccccc2)c2cc(Br)ccc2[nH]c1=O	1.1
CC1CCCN(Cc2nc3c(c(=O)n(C)c(=O)n3C)n2CCCc2ccccc2)C1 (centres undefined)	1
COc1cc(C(=O)NCCc2nc3ccccc3n2C)cc(OC)c1OC	1.1
CCn1c(SCC(=O)NCc2ccc3c(c2)OCO3)nnc1-c1c[nH]c2ccccc12	1
O=C(CCC1CCCCC1)Nc1c[nH]c(=O)[nH]c1=O	1
COc1ccc(NC(=O)CSc2nnc(Cc3ccccc3)o2)c(OC)c1	1
CC(=NC1CCCCC1)C1=C(O)c2ccccc2C1=O	1.1
NC(=O)CSc1oc(-c2cccs2)nc1S(=O)(=O)c1ccccc1	1.1
CO/N=C(\C(=O)N[C@@H]1C(=O)N2C(C(=O)O)=C(COC(N)=O)CS[C@H]12)c1ccco1	1
Cc1cc(=O)n(CC(C)O)c(O)c1C#N (centres undefined)	1.1&1
O=C(CN1CCc2ccccc2C1)N1CCN(S(=O)(=O)c2ccccc2)CC1	1
O=C1CCCCCN1C(=O)c1ccc(C(=O)N2CCCCCC2=O)cc1	1.1
COc1ccc(OC)c(NC(=O)C2C3C=CC(C3)C2C(=O)NCc2ccccn2)c1 (centres undefined)	1
CC(C)(C)Nc1nc(C(N)=O)nc(N2CCOCC2)n1	1
COc1ccc(-c2cc(C(F)(F)F)nc(S(=O)(=O)CCC(=O)N3CCOCC3)n2)cc1	1.3
O=C(NCc1ccco1)C1CN(S(=O)(=O)c2ccccc2)CCN1S(=O)(=O)c1ccccc1 (centres undefined)	1
CC1Cc2nc(SCC(=O)NCC3CCCO3)n(Cc3ccccc3)c(=O)c2S1 (centres undefined)	1.1
O=C(CSc1ccc2nnc(-c3ccc(F)cc3)n2n1)NCc1ccco1	1
Cc1ccc(NC(=O)c2ccc(S(=O)(=O)N3CCCC3)cc2)cc1	1
CCS(=O)(=O)N1CCN(c2nc(-c3ccccc3)cs2)CC1	1
CC(=O)NC(CCS(C)(=O)=O)C(=O)Nc1ccc2c(c1)OCCO2 (centres undefined)	1
Further structures
SMILES	Abs 340nm
O=C(CSCc1ccccc1)N1CCN(Cc2ccc3c(c2)OCO3)CC1	0.97
Cc1ccc(SCc2cc(=O)n3[nH]cnc3n2)cc1	1.1
CCC(Sc1nc2n[nH]c(C)c2c(=N)n1-c1ccc(C)c(Cl)c1)C(=O)N1CCOCC1 (centres undefined)	1
O=C(Cn1nnc(-c2ccc(OCc3ccccc3F)cc2)n1)N1CCOCC1	1
CCn1c(SCC(=O)N2CCC(C(N)=O)(N3CCCCC3)CC2)nnc1-c1ccccc1	1
c1ccc(Cc2nnc3sc(-c4ccccn4)nn23)cc1	0.99
Cc1csc(NC(=O)CSc2nnc(-c3ccc(S(=O)(=O)N4CCCC4)cc3)o2)n1	1
CCOC(=O)c1c(N)nn(C(=O)CC)c1-c1ccccc1	1
COc1ccc(C(=O)N2CCN(Cc3cc(OC)c(O)c(OC)c3)CC2)cc1OC	1
CCn1c(SCC(=O)c2ccccc2)nc2c(c1=O)SC(C)C2 (centres undefined)	1.1
CCOC(=O)N1CCN(C(=O)CSCC(=O)Nc2nc(-c3cccs3)cs2)CC1	1
COC(=O)C(C)Sc1nc2c(c(=O)[nH]c(=O)n2C)n1CCC(C)C (centres undefined)	1
NS(=O)(=O)c1ccc(CCNC(=O)C2CCCN2C(=O)OCc2ccccc2)cc1 (centres undefined)	1
CCOc1ccc(C(=O)Nc2c(C(N)=O)oc3ccccc23)cc1	0.99
Cc1sc2nc(SCC(=O)N3CCCCC3)[nH]c(=O)c2c1C	1.1
CC(=O)NCCc1csc(-c2ccccc2)n1	0.98
CCc1ccc(S(=O)(=O)NCc2cn3ccsc3n2)s1	1
Cc1cnc(C)c(N2CCC(C(=O)NCc3ccco3)CC2)n1	1.1
O=C(CN1CCOCC1)Nc1c(-c2ccccc2)c2cc(Br)ccc2[nH]c1=O	1.1
CCOC(=O)C1C2C=CC3(CN(c4ccccc4CC)C(=O)C13)O2 (centres undefined)	1
CCCSc1nc(C)c(CC(=O)O)c(=O)[nH]1	1
Cc1ccc(-c2nn(CC(=O)O)c(=O)c3ccccc23)cc1	1
O=C1OCc2cccc3cccc1c23	1.1
c1ccc(-c2nnc3sc(CN4CCc5ccccc54)cn23)cc1	1
Cc1onc(-c2ccccc2Cl)c1C(=O)Nc1cc(=O)n(C)c(=O)n1C	1
Other compounds:
SMILES	Abs 340nm
COc1cc(-n2c(C)nc3cc(C(=O)N4CCOCC4)ccc32)cc(OC)c1OC	1
O=S(=O)(NCC(c1cccnc1)N1CCN(c2ccc(F)cc2)CC1)c1cc(F)ccc1F (centres undefined)	1.1
Cn1c(=O)n(CC(=O)N2CCOCC2)c2ccccc21	1.1
CC1CCN(c2nc3c(c(=O)n(C)c(=O)n3C)n2CCSc2nc3ccccc3o2)CC1	1
COC(=O)c1ccc(C)c(NC(=O)CN2C(=O)c3ccccc3S2(=O)=O)c1	1
CCSc1nnc(NC(=O)c2ccccc2)s1	1.1
O=C(O)c1cccc(Nc2ncnc3ccccc23)c1	1.1
Cc1nn2c(-c3cccc(NC(=O)CN4CCOCC4)c3)nnc2c2ccccc12	1.1
COc1cc(C(=O)NCc2cn3ccccc3n2)cc(OC)c1OC	1.1
COc1ccc(C(CC(=O)O)NC(=O)c2ccco2)cc1OC (centres undefined)	1
COc1ccc(NC(=O)NCCN2CCc3ccccc3C2)cc1	1.1
Cc1cnc(C)c(N2CCC(C(=O)NC(C)c3cccs3)CC2)n1 (centres undefined)	1
Cc1noc(C)c1CSCC(=O)OCc1nc2ccccc2c(=O)n1CC#N	1
CCc1nc(-c2ccccc2O)n(-c2ccccc2)n1	1.1
O=C(Cn1c(CN2CCCCC2)nc2ccccc2c1=O)NCc1ccco1	1
c1ccc(-c2csc3nnc(SCc4ccc5c(c4)OCCO5)n23)cc1	1
COCCCNC(=O)Cn1cc(C(=O)C2CC2)c2ccccc21	1
COc1ccc(-n2cnnc2SC(C)c2nc3sc(C)c(C)c3c(=O)[nH]2)cc1 (centres undefined)	1.1
Cc1ccc(Nc2nc(N)nc(CN3CCN(c4ccccc4F)CC3)n2)cc1	1.1
COc1ccc(OC)c(S(=O)(=O)NCc2cn3ccsc3n2)c1	1
CCn1cc(C(=O)O)c(=O)c2cnc(N3CCN(C(=O)Nc4ccccc4)CC3)nc21	1
O=S(=O)(NCC(c1cccnc1)N1CCN(c2ccc(F)cc2)CC1)c1ccccc1 (centres undefined)	0.99
COC(=O)CCC(=O)c1oc2ccc(Br)cc2c1N	1.1
Cn1c(=O)c2c(nc(CN3CCc4ccccc4C3)n2CCc2ccccc2)n(C)c1=O	0.98
O=C(Cn1cnc2c(nnn2Cc2ccc(F)cc2)c1=O)N1CCCc2ccccc21	0.98
Next section.
SMILES	Abs 340nm
Cc1onc(-c2c(F)cccc2Cl)c1C(=O)N1CCCc2ccccc21	1
CCc1ccc(CNc2ccc(N3CCN(C(C)=O)CC3)cc2)cc1	1
O=C(Cn1cnc2c(nnn2Cc2ccc(Cl)cc2)c1=O)N1CCCc2ccccc21	0.98
CCOC(=O)c1cnc(Nc2nc3ccccc3o2)nc1CSc1nnc(C)s1	1
CN1CCN(Cc2nc3c(c(=O)n(C)c(=O)n3C)n2Cc2cccc3ccccc23)CC1	1
Cc1cccn2c(=O)c3cc(C(=O)NCC4CCCO4)n(C)c3nc12 (centres undefined)	1.1
Cc1nc(SCCCSc2n[nH]c(C)n2)n[nH]1	1
COc1ccc(C2c3c(oc4ccccc4c3=O)C(=O)N2CCCN2CCOCC2)cc1 (centres undefined)	1
CCN(CC)c1ncnc2sc(C(=O)N3CCN(c4ccc(OC)cc4)CC3)c(C)c12	1.1
COc1cc(NC(=O)c2ncn[nH]2)cc(OC)c1OC	1
C#C[C@]1(O)CC[C@H]2[C@@H]3CCc4cc(OC)ccc4[C@H]3CC[C@@]21C	1
COC(=O)c1ccc(-c2nc(-c3ccc(Br)o3)no2)cc1	1.1
O=S(=O)(Cc1ccccc1Cl)N1CCN(Cc2ccc3c(c2)OCO3)CC1	1.1
Cc1nnc(SCc2cc(=O)n3[nH]cnc3n2)s1	1
Cc1cc(NC(=O)CSc2nc3c(c(=O)n2-c2ccc(Cl)cc2)SCC3)no1	1.1
Cc1ccc(C(C)C)c(OCC(O)CN2CC(C)OC(C)C2)c1 (centres undefined)	0.99
O=C(Nc1cccc(O)c1)C1CCCN1C(=O)OCc1ccccc1 (centres undefined)	1
CC12CCC(C(=O)NCCCN3CCOCC3)(OC1=O)C2(C)C (centres undefined)	1
O=C(CN1C(=O)COc2ccccc21)N(CCCN1CCOCC1)CC1CC=CCC1 (centres undefined)	1
COc1cccc(C2CC(c3ccccc3Cl)Nc3nc(N)nn32)c1 (centres undefined)	1
O=C(CSc1nc(-c2ccco2)cc(C(F)(F)F)n1)Nc1ccc2c(c1)OCO2	1.1
CN(C)C1NC(=O)c2cc(-c3ccccc3)sc2N1 (centres undefined)	1.2
O=C1OC(N2CCN(Cc3ccccc3)CC2)c2ccccc21 (centres undefined)	0.95
CCOC(=O)C1=C(C)NC(=O)NC1c1cc(Br)c(O)c(OC)c1 (centres undefined)	1&1
Cc1ccnc(SCCn2c(N3CCC(C)CC3)nc3c2c(=O)n(C)c(=O)n3C)n1	1

Compounds shown so far containing a cyano group (3):
SMILES	Abs 340nm
Cc1cc(SCC(=O)Nc2c(C)n(C)n(-c3ccccc3)c2=O)n2c(nc3ccccc32)c1C#N	1
Cc1cc(=O)n(CC(C)O)c(O)c1C#N (centres undefined)	1.1&1
Cc1noc(C)c1CSCC(=O)OCc1nc2ccccc2c(=O)n1CC#N	1

Reformatted with bars between the fields: 6 of the compounds above
SMILES | Abs 340nm
CCc1ccc(CNc2ccc(N3CCN(C(C)=O)CC3)cc2)cc1 | 1
O=C(Cn1cnc2c(nnn2Cc2ccc(Cl)cc2)c1=O)N1CCCc2ccccc21 | 0.98
CCOC(=O)c1cnc(Nc2nc3ccccc3o2)nc1CSc1nnc(C)s1 | 1
CN1CCN(Cc2nc3c(c(=O)n(C)c(=O)n3C)n2Cc2cccc3ccccc23)CC1 | 1
Cc1cccn2c(=O)c3cc(C(=O)NCC4CCCO4)n(C)c3nc12 (centres undefined) | 1.1
Cc1nc(SCCCSc2n[nH]c(C)n2)n[nH]1 | 1

(next part)
SMILES	Abs 340nm
Cn1c(=O)c2c(nc(CN3CCOCC3)n2CC(=O)c2ccccc2)n(C)c1=O	1.1
O=C(NCCc1nc2ccccc2[nH]1)c1ccco1	1
Cc1nn(-c2cc(N3CCCCC3)ccc2N)c(=O)c2ccccc12	1
O=C(CCSc1nnc(-c2ccco2)o1)Nc1ccccc1	1
CC(=O)NC1(c2cccc(F)c2)CCN(CC(=O)NC2CCCCC2)CC1	1
C=CCSC1=N/C(=C\C=C\c2ccco2)C(=O)S1	1.1
Cc1cc(Nc2ccccc2)n(C(=O)c2ccc(N)cc2)n1	1.1
CC(C)=C1C2C=CC1C1C(=O)N(c3ccc4c(c3)OCO4)C(=O)C21 (centres undefined)	1
